# FEN1 inhibitor = human FEN1 inhibition | 0.35% of 390,000 active | Recombinant FEN1 flap cleavage, fluorescence, 15 min | Potency, µM (doses to about 114 µM), for the others: at the highest dose activity change, negative = inhibition, most hits filed as inhibitors; active means well fitted inhibition curve with a large enough effect; inconclusive means small, poorly fitted or top-dose-only effect; inactive means no such curve, though single readings can be large or run the other way; further: nearly all actives have a fitted effect of over 65% in size
# Target sequence (P39748 whole entry, looked up): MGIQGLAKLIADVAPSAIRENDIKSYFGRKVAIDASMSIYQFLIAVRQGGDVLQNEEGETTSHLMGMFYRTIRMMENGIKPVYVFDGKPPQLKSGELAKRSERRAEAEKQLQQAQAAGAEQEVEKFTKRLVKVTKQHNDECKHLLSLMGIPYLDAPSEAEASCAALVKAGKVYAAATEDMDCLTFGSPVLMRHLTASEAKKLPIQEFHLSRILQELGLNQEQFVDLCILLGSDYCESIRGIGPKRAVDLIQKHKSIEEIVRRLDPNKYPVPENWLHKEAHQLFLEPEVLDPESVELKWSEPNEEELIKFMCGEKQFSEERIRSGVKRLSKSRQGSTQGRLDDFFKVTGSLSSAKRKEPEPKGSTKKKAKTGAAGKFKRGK
#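 Steps: FEN1 (10 nM) dispensed; compound added by pin tool; 15 min at room temperature; substrate added to 50 nM final; reads at 0 min and 15 min; data normalized and fitted (four-parameter Hill).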
# Active calls of the source: *; ? = inconclusive; & = joins results of further samples. On the % scale 0 is the no-effect control and ±100 the full control effect; potency means the concentration at half of the fitted maximal effect.
SMILES,FEN1 inhibitor
O=C(Nc1ccccc1)[C@@H]1CC=C[C@@H]2CCN(Cc3ccc(Cl)c(Cl)c3)C(=O)[C@@H]21,-6%&5%
CCOCCn1c(=O)c2c(nc3n2CCN3c2ccc(CC)cc2)n(C)c1=O,-16%
O=S(Cc1ccc(Cl)cc1)c1ccccc1 (stereo unspecified),3%
Cc1ccccc1C1=C/C(=C(\SS/C(C(=O)c2ccc(OCC(=O)O)c(Cl)c2Cl)=C2\C=C(c3ccccc3C)SS2)C(=O)c2ccc(OCC(=O)O)c(Cl)c2Cl)SS1,56µM*
CC(=O)Oc1cc(O)c2c(=O)c(OC(C)=O)c(-c3ccc(OC(C)=O)c(OC(C)=O)c3)oc2c1,2.8µM*
O=C(CC(=O)c1ccccc1)CC(O)(C=Cc1ccccc1)c1ccccc1 (stereo unspecified),0%
CC(C)(C)n1ncc2c(=O)n(Cc3ccc(Cl)cc3F)cnc21,-16%
Cc1ccc2c(C)nc(Nc3ncc4c(n3)CCCC4=O)nc2c1,9%
O=C1Nc2ccc(C(=O)O)c(O)c2C1=O,8%
C#CCNC(=O)C1=C[C@H](c2ccc3c(c2)OCO3)C[C@H](OCCCCO)O1,6%
O=c1[nH]c2ccc(Cl)cc2[nH]1,-9%
C=C(c1nc2ccccc2s1)C1Cc2cccc3c2N(CCC3)C1 (stereo unspecified),?
CC[C@]12C(=O)N(C)C[C@H]([C@@H]3C(=O)N(C)C(=O)[C@@H]31)N2C(=O)c1ccc(Cl)cc1,-2%
O=C(CSc1nnc2ccc(-c3ccccn3)nn12)N1CCCC1,24%
CCOc1ccccc1/C=C(\C#N)C(=O)NC1CC1,1%
COc1ccc(NC(=O)CCC(=O)N2CCC(c3ccccc3)=N2)cc1S(=O)(=O)N1CCCCC1,-4%
O=S1(=O)c2ccc(Br)cc2N2CC[C@H](C2)N1Cc1ccc(Cl)cc1,0%
CC[C@@H](C)[C@H](C(CC(=O)N1CCCC1[C@@H](OC)[C@H](C)C(=O)N[C@H](Cc1ccccc1)c1nccs1)OC)N(C)C(=O)[C@H](NC(=O)[C@@H](C(C)C)N(C)C)C(C)C (stereo partly specified),-1%
C=CCOC(=O)C1=C[C@H](c2csc3ccccc23)C[C@H](OCc2ccc(CO)cc2)O1,-19%
COc1ccc2c(c1)C=C/C2=C\c1ccc(N(C)C)cc1,-20%
COc1ccc(C(=O)C2C(=O)C(=O)N(Cc3ccco3)C2c2cccs2)cc1 (stereo unspecified),-25%
COc1ccc(NC(=O)CCNS(=O)(=O)c2ccccc2F)cc1S(=O)(=O)N1CCOCC1,-8%
CN(CCc1ccccc1)C(=O)c1cccc(NC(=O)Cc2cccc(NC(=O)C3CCN(C(=O)C4CCCCC4)CC3)c2)c1,11%
Cc1ccc2cc(C(c3nnnn3CC3CCCO3)N3CCCC4(CCCCC4)C3)c(=O)[nH]c2c1 (stereo unspecified),-7%
CC(C)CCN1CCC(CN2CCNC(=O)C2=O)CC1,16%
S=C(NCCCc1cnc[nH]1)NCCCN(Cc1ccc(Cl)cc1)c1ccc(-c2ccccc2)cn1,-2%
COC(CNC(=O)C(=O)NCC1OCCN1S(=O)(=O)c1ccccc1)OC (stereo unspecified),5%
CN(C)c1ccc(N=Nc2ccccc2C(=O)O)cc1,-5%
COc1ccc(N2CCN(C(=O)CSc3nnc4nc(C)cc(C)n34)CC2)cc1,7%
O=C(CCCCCCCCC(=O)N1CCCCC1)N1CCCCC1,9%
O=C1CC2(CCCCCC2)Oc2ccccc21,13%
O=C(Cc1ccccc1Cl)c1ccccc1,0%
COc1cccc2c(=O)c(C(=O)NCCc3ccccc3)c[nH]c12,-3%
O=C(Nc1ccccc1)O[C@@H]1C[C@H]2CCCC(=O)N3CC[C@@H](C1)[C@@H]23,23%&-6%
CCC1(CC)CNC(=O)NC1=O,4%
O=C(Nc1ccn(CCCNCCN2CCOCC2)c(=O)n1)OCc1ccccc1,3%
CCCCN1CCC(CN2C(=S)NC[C@@H]2CC(C)C)CC1,16%
CCOC(=O)N1CC(C)N(CC(O)CN2CCOCC2)CC1C (stereo unspecified),4%
CN(C)c1ccc(C2C=Cc3ccccc32)c2ccccc12 (stereo unspecified),-3%
CN(C)c1ccc(/C=C/c2ccnc3ccc([N+](=O)[O-])cc23)cc1,13%
CCCCn1c(N)c(N(CCOC)C(=O)COC(=O)CNC(=O)c2ccc(Cl)c(Cl)c2)c(=O)[nH]c1=O,1%
COc1cc2c(NC3CCN(C)CC3)nc(N3CCCN(C)CC3)nc2cc1OCCCN(C)C,22µM*
COc1cc2c(NC3CCN(C)CC3)nc(N3CCCN(C)CC3)nc2cc1OCCCCN(C)C,28µM*
O=C(/C=C/C(Cl)(Cl)Cl)Nc1ccc(Cl)cc1,-11%
CN(Cc1ccccc1)c1ccc(C=O)cc1,-8%
CCOC(=O)C1=CN(CC)CCC1=O,-17%
Cc1ccc(N=Cc2ccccc2O)cc1Cl,2%
CN1CCC(OC(=O)c2ccc(Br)cc2)CC1,-7%
Cc1ccc(C(=O)Nc2cccc(NC(=O)c3ccc(C)cc3)n2)cc1,8%
CC(Oc1ccccc1Cl)C(=O)Nc1ccc(S(=O)(=O)N2CCOCC2)cc1 (stereo unspecified),5%
# (further entries)
SMILES,FEN1 inhibitor
Nc1nc(SCc2ccccc2)c2ncn(Cc3ccccc3)c2n1,-10%
O=c1[nH]c2cc(Cl)c(Br)cc2o1,-7%
COc1ccc(CCSc2n[nH]c(C(C)C)n2)cc1,-7%
CN1CCc2c(c3cnc4cc(Cl)ccc4c3n2C)C1,?
COc1ccc(C(=O)NNC(=O)c2cc3ccccc3cc2O)cc1,-6%
N=C1N(c2ccccc2)C(=S)C(=Nc2ccccc2)N1c1ccccc1,3%
CCOC(=O)C1(C(=O)OCC)NC(=O)CC1C(C)C (stereo unspecified),10%
c1ccc2c(c1)CCc1ccccc1C2=C1CCNCC1,-19%
c1ccc(-c2nnc(-c3ccccn3)nn2)nc1,-12%
O=C(Nc1ccc(OC(F)(F)C(F)F)c(NC(=O)c2ccc(F)cc2)c1)c1ccc(F)cc1,9%
C(C#CCN1CCOCC1)#CCN1CCOCC1,3%
C#CCOCCOCCOCCNc1nc(N2CCN(C(=O)[C@H](C)n3cc(CCC(=O)O)nn3)CC2)nc(N2CCN(C(=O)[C@H](CCCCN)n3cc(CCCC)nn3)CC2)n1,0%
Cc1cc(C2C(=O)NC(=O)C2=O)c(C)cc1Br (stereo unspecified),-1%
Cc1ccc(-c2nnc3ccc(SCC(N)=O)nn23)cc1,-1%
COc1cc(C2C(c3ccccc3)C(c3cc(OC)cc(=O)o3)C2c2ccccc2)oc(=O)c1 (stereo unspecified),9%
CCN(c1ccccc1)S(=O)(=O)c1ccc(Cl)c(C(=O)NC2CCN(Cc3ccccc3)CC2)c1,-14%
O=C(Cc1ccc(OCCCCc2ccccc2)cc1)NO,?
O=[N+]([O-])c1ccccc1C=NNC(=S)NN=Cc1ccccc1[N+](=O)[O-],6%
CCCCc1oc2ccccc2c1C(=O)c1cc(I)c(N(CC)CCOCC)c(I)c1,-13%
CCCOC(=O)CC1C(=O)NCCN1Cc1ccccc1C (stereo unspecified),8%
CN(c1ccc(OCC(=O)OCC(=O)Nc2ccc([N+](=O)[O-])cc2)cc1)S(=O)(=O)c1cccs1,-11%
CN1N/C(=C\c2ccccc2)N=C2C(=O)N(C)C(=O)N=C21,?
Nc1c(N(CCC2=CCCCC2)C(=O)COc2ccc([N+](=O)[O-])cc2)c(=O)[nH]c(=O)n1Cc1ccccc1,2%
O=C(O)CC1(CC(=O)O)Nc2ccccc2SC1=O,-1%
C#CCOCCOCCOCCNc1nc(N2CCN(C(=O)C([C@@H](C)CC)n3cc(C(N)COC(=O)C(F)(F)F)nn3)CC2)nc(N2CCN(C(=O)[C@H](Cc3cc4ccccc4[nH]3)n3cc(C(N)CO)nn3)CC2)n1 (stereo partly specified),6%
Cc1cn(CC(=O)NCCc2c[nH]c3ccccc23)c(=O)[nH]c1=O,-3%
Cc1nc2nc(-c3cccs3)[nH]c2cc1Br,-9%
CC(C)C[C@H]1CNC(=S)N1CC1CCN(CCCCc2ccccc2)CC1,16%
CN(C)c1ccc(/C=C/c2c3ccccc3nc3ccccc23)cc1,-17%
Nc1nc(N)nc(-c2cccc(Br)c2)n1,1%
O=C1c2ccccc2S(=O)(=O)c2cc(N3CCN(C(=O)c4ccccc4)CC3)ccc21,0%
O=C(O)C1C2CCC(O2)C1C(=O)Nc1ccc(Br)cc1F (stereo unspecified),-2%
Nc1nc2c(ccc3ccccc32)s1,10%
Cc1ccc(S(=O)(=O)N2CCN(c3nc(N(C)c4cc(Cl)ccc4O)nc4ccccc34)CC2)cc1,-15%
CCCCC1(C2CCCC2)NC(=O)NC1=O (stereo unspecified),16%
Cc1onc(-c2c(F)cccc2Cl)c1C(=O)Nc1cc(S(=O)(=O)N2CCCCC2)ccc1O,-17%
Cc1nnc(NC(=O)C23CC4CC(C)(CC(C)(C4)C2)C3)s1,3%
CCOc1ccc(NC(=O)CN(C)C(=O)C2CC(=O)N(c3cccc(SC)c3)C2)cc1OCC (stereo unspecified),17%
NN=C1c2ccccc2C(=O)C1C(=O)C(c1ccccc1)c1ccccc1 (stereo unspecified),?
Cc1ccc(OCC(=O)Nc2ccc([N+](=O)[O-])cn2)cc1C,1%
C=CC(=O)Nc1cccc(N(C)c2ccnc(Nc3ccc(N4CCN(C)CC4)cc3)n2)c1,?
CC(C)CC1(C2CCCC2)NC(=O)NC1=O (stereo unspecified),-1%
Cc1ccc(N=C2N=C(N)c3ccccc32)cc1C,-2%
CCCCN(C(=O)c1cccc(S(=O)(=O)N(CC)c2ccccc2)c1)c1c(N)n(CC(C)C)c(=O)[nH]c1=O,-6%
CC[C@@H](NC(=O)Cn1cc(C)c(=O)[nH]c1=O)c1ccccc1,-8%
O=C(Nc1ccc2nccnc2c1)N1CCCCCC1,6%
Cc1ccc(NC(=O)COC(=O)CNC(=O)c2cccs2)cc1S(=O)(=O)N1CCOCC1,0%
Cc1cnc2c(C)cccc2c1C,-1%
C#CCNC(=O)C1=C[C@@H](c2ccc3c(c2)OCO3)C[C@@H](OCc2ccc(CO)cc2)O1,0%
O=C(C=P(c1ccccc1)(c1ccccc1)c1ccccc1)c1ccccc1-c1ccccc1C(=O)C=P(c1ccccc1)(c1ccccc1)c1ccccc1,-6%

# 17 neighbouring compounds from above, for reference:
SMILES,FEN1 inhibitor
O=C1c2ccccc2S(=O)(=O)c2cc(N3CCN(C(=O)c4ccccc4)CC3)ccc21,0%
O=C(O)C1C2CCC(O2)C1C(=O)Nc1ccc(Br)cc1F (stereo unspecified),-2%
Nc1nc2c(ccc3ccccc32)s1,10%
Cc1ccc(S(=O)(=O)N2CCN(c3nc(N(C)c4cc(Cl)ccc4O)nc4ccccc34)CC2)cc1,-15%
CCCCC1(C2CCCC2)NC(=O)NC1=O (stereo unspecified),16%
Cc1onc(-c2c(F)cccc2Cl)c1C(=O)Nc1cc(S(=O)(=O)N2CCCCC2)ccc1O,-17%
Cc1nnc(NC(=O)C23CC4CC(C)(CC(C)(C4)C2)C3)s1,3%
CCOc1ccc(NC(=O)CN(C)C(=O)C2CC(=O)N(c3cccc(SC)c3)C2)cc1OCC (stereo unspecified),17%
NN=C1c2ccccc2C(=O)C1C(=O)C(c1ccccc1)c1ccccc1 (stereo unspecified),?
Cc1ccc(OCC(=O)Nc2ccc([N+](=O)[O-])cn2)cc1C,1%
C=CC(=O)Nc1cccc(N(C)c2ccnc(Nc3ccc(N4CCN(C)CC4)cc3)n2)c1,?
CC(C)CC1(C2CCCC2)NC(=O)NC1=O (stereo unspecified),-1%
Cc1ccc(N=C2N=C(N)c3ccccc32)cc1C,-2%
CCCCN(C(=O)c1cccc(S(=O)(=O)N(CC)c2ccccc2)c1)c1c(N)n(CC(C)C)c(=O)[nH]c1=O,-6%
CC[C@@H](NC(=O)Cn1cc(C)c(=O)[nH]c1=O)c1ccccc1,-8%
O=C(Nc1ccc2nccnc2c1)N1CCCCCC1,6%
Cc1ccc(NC(=O)COC(=O)CNC(=O)c2cccs2)cc1S(=O)(=O)N1CCOCC1,0%

# Copied from above (2 entries):
SMILES,FEN1 inhibitor
C#CCNC(=O)C1=C[C@@H](c2ccc3c(c2)OCO3)C[C@@H](OCc2ccc(CO)cc2)O1,0%
O=C(C=P(c1ccccc1)(c1ccccc1)c1ccccc1)c1ccccc1-c1ccccc1C(=O)C=P(c1ccccc1)(c1ccccc1)c1ccccc1,-6%

# Next section
SMILES,FEN1 inhibitor
COc1ccc(S(=O)(=O)N2CCOCC2)cc1C(=O)NCC(c1ccccc1)c1ccccc1,12%
O=C(NC(=S)Nc1ccc(O)cc1)c1cncc(Br)c1,2%
Cc1cccc(C)c1C(=NCCN(C)C)c1ccccc1,-4%
O=C(c1ccccc1)C(CN1CCCCC1)c1ccccc1 (stereo unspecified),-3%
CC(C)CNC(=O)C(=O)NC1CCCC1,6%
Cc1ccc(-c2[nH]ncc2CNCc2ccc(CN(C)C)cc2)cc1,-3%
O=CN1CCN(C(C(=O)NC2CCCCC2)c2ccc(Cl)cc2)CC1 (stereo unspecified),0%
CCCCN1C(=O)CC(SC2CC(=O)N(CCCC)C2=O)C1=O (stereo unspecified),10%
Cc1cc(=O)[nH]c(NN=C2CCCCC2C)n1 (stereo unspecified),5%
Nc1ccccc1C#Cc1ccc2[nH]ccc2c1,16%
Cc1nc([N+](=O)[O-])cn1CC(O)c1ccc2c(c1)OCCCO2 (stereo unspecified),-5%
COc1ccc2c(ccc[n+]2[O-])c1,3%
NC(=O)NN=C1CC2CC1C1C=CCC21 (stereo unspecified),6%
C#CCN(C[C@@H](CC(C)C)NC(=O)OC(C)(C)C)S(=O)(=O)c1ccc(Br)cc1F,-9%
O=C(COc1ccc(Br)cc1)NN1C(=O)c2ccccc2C1=O,-4%
Oc1c(Br)cc(CNC2CCCCC2)cc1Br,-12%
COC(=O)C1CC2(C(=O)OC)CC(C(=O)OC)(CC(C(=O)OC)C2=O)C1=O (stereo unspecified),-3%
Cc1ccc(-c2nc(=Nc3c(C)cc(C)cc3C)sn2-c2ccccc2)cc1,-21%

# Compound activity (PubChem BioAssay)

# An excerpt; rates above refer to the full screens.
